MRP resist rev – compounds reversing MRP-mediated drug resistance; H69AR cells + 2 uM doxorubicin, CellTiter-Glo, 72 h; differential viability (reversal), % at 10 µM; 85,000 tested, 0.04% active;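 active means viability drop by adding the cancer drug above about 55%, with treated viability meeting a 40% cutoff, limit read from the data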;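 further: viability without doxorubicin minus viability with 2 µM doxorubicin for each compound; larger differential means the compound sensitizes cells more to doxorubicin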
NFkB transloc inh – blocks IL-1B driven NFkB nuclear translocation in HUVEC cells. 94,000 tested, 0.43% active. inhibition, % at 2 µM. AID 796. HUVEC IL-1B NFkB p65 nuclear translocation imaging;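 active means inhibition above about 30% together with a positive call from visual inspection of the well image, limit read from the data; inconclusive means inhibition above a set limit but visual check negative; inactive means inhibition not above a set limit, visual check negative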;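 further: nuclear over cytoplasmic p65 intensity ratio measured by imaging; 0% = IL-1B stimulated DMSO wells and 100% = unstimulated DMSO wells; values of inactives mirror those of a sister screen read the other way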
Bcl-B displacement – displacers of TR3 peptide from Bcl-B, primary screen, selectivity assay for Bfl-1 inhibitor project, biochemical, fluorescence polarization | AID 748 | FP displacement of FITC-TR3 peptide from Bcl-B; higher % means a stronger effect | 96,000 tested, 0.11% active | displacement, % at 20 µM; hits with a dose series show IC50 in µM;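 active means displacement above 50% at 20 µM plus a fluorescence interference ratio under 1.5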;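 further: plate controls were wells without compound for no effect and wells lacking Bcl-B protein for full effect; a part of the inactive calls stands beside numbers as strong as those of hits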
PLAP inhibition – PLAP enzyme inhibitors, biochemical, luminescence, HTS (AID 690). inhibition, % at 20 µM, or IC50 in µM where a hit was titrated. purified PLAP, luminescent substrate; higher % means a stronger effect. 96,000 tested, 0.08% active; in the data active means a potency from the dose series; inactive means the rest, 99 in 100 with inhibition below about 30%; further: strong numbers were not always called active
NFkB transloc pot – enhances IL-1B driven NFkB nuclear translocation. AID 819. 94,000 tested, 0.3% active. activation, % at 2 µM. HUVEC IL-1B NFkB p65 nuclear translocation imaging;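 active means activation above 40%, about the mean plus 3 SD, also judged a hit on visual image review; inconclusive means activation above 40% but not a hit on visual review; inactive means activation not above 40% and no visual hit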;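 further: percent activation is computed from the nuclear over cytoplasmic p65 intensity ratio; values of inactives mirror those of a sister screen read the other way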
MRP resist rev cytotoxicity – recorded beside MRP resist rev, whose call it bears; viability, %; H69AR cells, CellTiter-Glo, 72 h; measured here: cytotoxicity without doxorubicin
MRP resist rev with doxorubicin – also measured in MRP resist rev; calls as there; viability, %; measured here: viability with 2 uM doxorubicin; active compounds read low
NFkB transloc inh cell count 2 µM – further read-out of NFkB transloc inh, marked with its call; cell count; measured here: cells passing quality filter;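 raw number of nuclei counted in each imaged well without normalization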
NFkB transloc pot cell count 2 µM – also measured in NFkB transloc pot; calls as there; cell count; measured here: cells passing quality filter
An asterisk follows results filed as active; ? = inconclusive; / = no result given.

Structure | NFkB transloc inh cell count 2 µM | MRP resist rev with doxorubicin | MRP resist rev | Bcl-B displacement | NFkB transloc inh | PLAP inhibition | NFkB transloc pot cell count 2 µM | MRP resist rev cytotoxicity | NFkB transloc pot
Cn1nc(C(F)(F)F)c(C#N)c1N1CCN(c2ccc(F)cc2)CC1 | 203 | 92 | 1 | 3% | 1 | 8% | 203 | 93 | -1
O=C(Nn1cnc2ccccc2c1=O)c1ccc(F)cc1Cl | 151 | 106 | -17 | 6% | -2 | -11% | 151 | 88 | 3
COc1ccc(N2CCN(Cc3cc(=O)oc4cc(-c5ccccc5)c(O)cc34)CC2)cc1 | 84 | 10 | -7 | -8% | -8 | 1% | 84 | 3 | 8
COC(=O)C(CCSC)NC(=O)CNS(=O)(=O)c1ccc(Br)cc1 (stereo unspecified) | 88 | / | / | -6% | -3 | -7% | 88 | / | 3
Cc1ccc(NC(=O)CC2SC3=NCCN3C2=O)cc1 (stereo unspecified) | 138 | 94 | 6 | / | 1 | / | 138 | 101 | -1
Cc1csc(NC(=O)CSCC(=O)Nc2ccccc2)n1 | 107 | 101 | 1 | -2% | 0 | 8% | 107 | 102 | 1
O=C(CSc1nnc(Cn2cnc3ccccc32)o1)c1ccccc1 | 13* | 78 | -22 | 8% | 99* | 16% | 13 | 56 | -99
O=c1c(-c2ccnn2-c2ccccc2F)cnc2n1CCS2 | 168 | 84 | 13 | 1% | -14 | -7% | 168 | 98 | 14
Cc1cccc(NC(=O)c2sc3nc4c(c(-c5ccco5)c3c2N)CCC4)c1 | 127 | 76 | 3 | -4% | -14 | -33% | 127 | 79 | 13
Cn1nc(-c2ccccc2)c(C(O)c2ccccc2C(F)(F)F)c1Cl (stereo unspecified) | 119 | / | / | 0% | -3 | -10% | 119 | / | 3
COc1ccc2nc(C(F)(F)C(F)(F)F)c(C#N)c(N)c2c1 | 170 | 68 | -22 | -1% | -3 | 4% | 170 | 46 | 3
CC(=O)c1ccc(NC2OC(C)C(O)C(O)C2O)cc1 (stereo unspecified) | 162 | 98 | 9 | -3% | -6 | -1% | 162 | 107 | 6
CC1=C(C(=O)OCC(C)C)C(c2ccsc2)NC(=O)N1 (stereo unspecified) | 114 | 84 | 6 | -22% | -26 | -19% | 114 | 90 | 26
Cc1cccc(C)c1N1CCc2cn[nH]c21 | 167 | 100 | -3 | -7% | 8 | 19% | 167 | 96 | -8
COc1ccc(C2SCC(=O)N2C)cc1 (stereo unspecified) | / | 82 | 11 | -5% | / | 2% | / | 92 | /
CCn1c(Cc2cccc3ccccc23)nnc1SCC(=O)Nc1nccs1 | 128 | 67 | -7 | / | -20 | / | 128 | 60 | 20
CCN(CC)C(=O)CSC1=Nc2ccccc2C2=NC(c3ccccc3)C(=O)N12 (stereo unspecified) | 157 | 79 | -6 | 1% | -11 | -42% | 157 | 73 | 11
COCc1nnc(NC(=O)CCCOc2ccccc2)s1 | 124 | 88 | 5 | -16% | -5 | 4% | 124 | 93 | 5
Cc1ccc(-c2c3c(nc4sc(C(N)=O)c(N)c24)CCC3)cc1 | 199 | 73 | -11 | 3% | -14 | 11% | 199 | 61 | 14
CCOC(=O)C1CCN(S(=O)(=O)c2ccc(OCC(=O)OC)cc2)CC1 | 126 | 105 | -11 | 2% | 0 | 17% | 126 | 94 | 0
CC1(C)Cc2ccccc2-c2nc(CN3CCOCC3)[nH]c(=O)c21 | 156 | 84 | -8 | 6% | -8 | -18% | 156 | 76 | 8
O=C(C1COc2ccccc2O1)N1CCc2ccccc2C1 (stereo unspecified) | 115 | 67 | 30 | / | 5 | / | 115 | 97 | -5
CC(C)CC(c1nnnn1C(C)C)N1CCN(c2cccc(Cl)c2)CC1 (stereo unspecified) | 132 | 83 | -4 | -2% | -4 | -58% | 132 | 79 | 4
CC(C)[C@H](NC(=O)CCn1nnc2ccccc2c1=O)C(=O)O | 108 | 86 | 15 | -10% | 3 | 22% | 108 | 101 | -3
COc1ccc(-c2noc(CN(C(=O)C(C)(C)C)C(C)C)n2)cc1 | 169 | 85 | -4 | -7% | 18 | -29% | 169 | 80 | -18
Cc1ccsc1C1C=C(c2cccc(Br)c2)Nc2ncnn21 (stereo unspecified) | 59 | 53 | -1 | 37% | -4 | -7% | 59 | 51 | 4
CCC(CC)C(=O)c1c[nH]c(C(=O)NCCCn2ccnc2)c1 | 101 | / | / | -3% | -9 | -69% | 101 | / | 9
CCOC(=O)C(NC(C)=O)(Nc1ccc(S(=O)(=O)Nc2onc(C)c2C)cc1)C(F)(F)F (stereo unspecified) | 161 | 101 | -6 | -4% | -10 | 5% | 161 | 95 | 10
Cc1ccc2nc(-c3ccc(NS(C)(=O)=O)cc3)cc(-c3ccccc3)c2c1 | 204 | / | / | -3% | 1 | -36% | 178 | / | -2
Cc1cc(C)c(C#N)c(Oc2ccc(O)cc2)n1 | / | 81 | 5 | 3% | / | -9% | / | 86 | /
CC1=CC(C)(C)N(C(=O)CSc2nnc(-c3ccccc3)o2)c2ccc(C)cc21 | 125 | 87 | 0 | -6% | 15 | -14% | 125 | 87 | -15
COc1cc2nc(C3CCC3)n(NC(=O)C3CCC3)c(=O)c2cc1OC | 145 | 98 | -7 | -2% | -28 | -2% | 145 | 91 | 28
Cc1cccc2c(SCC(=O)NCC3CCCO3)nc(-c3ccc(F)cc3)nc12 (stereo unspecified) | 115 | / | / | -3% | 2 | -23% | 115 | / | -2
COc1ccc2[nH]c(=O)c(CN(CCN3CCCC3)C(=O)Nc3ccccc3Cl)cc2c1 | / | 82 | -2 | -14% | / | -75% | / | 80 | /
O=C(N/N=C/c1cc2ccccc2nc1Cl)/C(=C/c1cccs1)NC(=O)c1ccccc1 | 141 | / | / | 16% | 3 | -52% | 141 | / | -3
Cc1nn(C)c(C)c1S(=O)(=O)N1CCC(C(=O)Nc2ccc3c(c2)OCCO3)CC1 | 183 | 89 | 5 | 8% | 0 | -60% | 183 | 94 | 0
CCCCCCOC(=O)CCn1[nH]c(=O)c2ccccc2c1=O | / | 98 | -4 | 9% | / | 5% | / | 93 | /
CCOC(=O)Cc1csc(NC(=O)CSc2nc3cccnc3n2CC)n1 | 200 | 80 | 8 | 0% | 16 | -46% | 200 | 87 | -16
CC(=O)Nc1cccc(NS(=O)(=O)Cc2ccc(Cl)cc2)c1 | 118 | 80 | 10 | -5% | -42 | -21% | / | 90 | ?
S=C(c1ccc(N2CCOCC2)cc1)N1CCOCC1 | 137 | 95 | 2 | -4% | -10 | -14% | 137 | 96 | 10
CC(=O)Nc1ccc(S(=O)(=O)Nc2nc(C)cc(-n3nc(C)cc3C)n2)cc1 | 187 | 87 | 7 | 0% | -15 | -50% | 187 | 94 | 15
CCOc1cc(S(=O)(=O)N2CCN(Cc3ccccc3)CC2)ccc1Br | 135 | 91 | 12 | -1% | -5 | -19% | 135 | 104 | 5
O=C(Nc1ccccc1)/C(=C/c1ccccc1)c1ccccc1 | 133 | / | / | 3% | -4 | / | 133 | / | 4
CN1CCN(S(=O)(=O)c2cccc(S(=O)(=O)c3ccc(Cl)c(Cl)c3)c2)CC1 | 141 | 88 | 6 | 3% | 11 | / | 141 | 94 | -11
COc1ccccc1C1(CC(=O)N2CCCCC2)CCOC(C(C)C)C1 (stereo unspecified) | 139 | 94 | -2 | 3% | -2 | -36% | 139 | 92 | 2
Cc1ccc(N2CC(C(N)=O)CC2=O)cc1 (stereo unspecified) | 148 | 110 | -9 | 9% | -13 | -1% | 148 | 101 | 13
O=C(Nc1cc(C(F)(F)F)ccc1N1CCOCC1)c1ccc(F)cc1 | 88 | 76 | 2 | -8% | -36 | 25% | 88 | 79 | 36
CCN(CC)Cc1cc(C(C)=O)ccc1O | 127 | 96 | 3 | 17% | 15 | 13% | 127 | 98 | -15
O=C1OCCC1Sc1nnc(-c2ccccc2)o1 (stereo unspecified) | 204 | 91 | -17 | 12% | -27 | 3% | 204 | 74 | 27
Cc1ccc(NC2=NC(=S)N(CC#N)C23CCCCC3)cc1 | 170 | 74 | 7 | / | -17 | / | 170 | 82 | 17
CCOc1ccc(C2CC(c3ccc(CC)cc3)n3nc(N)nc3N2)cc1 (stereo unspecified) | / | 84 | 16 | -1% | / | -27% | / | 99 | /
COc1ccc(C)cc1S(=O)(=O)NCCC1=CCCCC1 | 50 | 97 | 6 | -4% | -17 | -2% | 50 | 103 | 17
COc1ccc(N2C(=O)CC(N3CCN(c4ccc(C(=O)c5cccnc5)cc4)CC3)C2=O)cc1 (stereo unspecified) | 163 | 109 | -13 | -7% | -10 | -26% | 163 | 96 | 10
CCN(CC(=O)Nc1ccc2c(c1)OC(F)(F)O2)Cc1nc2ccccc2c(=O)[nH]1 | 169 | 84 | -36 | -4% | 12 | -252% | 169 | 49 | -12
CCOC(=O)N1CCOCCOCCN(C(=O)OCC)CCOCC1 | 187 | 87 | 7 | -2% | -13 | -30% | 187 | 94 | 13
O=c1c2c(nc3c(-c4cccc(Br)c4)c[nH]n13)CCCC2 | 124 | 43 | -23 | 3% | 1 | 9% | 124 | 20 | -1
CCOc1ccc(NC(=O)CN(C)S(=O)(=O)c2cccs2)cc1 | 63 | 93 | 0 | -1% | -22 | -3% | 63 | 93 | 22
CCCCCn1c(CCNC(=O)c2cccs2)nc2ccccc21 | 84 | 81 | -6 | -5% | 2 | 5% | 84 | 75 | -2
Cc1cc(C)cc(OCC(=O)NNC(=O)c2cc3ccccc3oc2=O)c1 | 115 | / | / | 1% | 12 | -30% | 115 | / | -12

Screens deposited in PubChem by several laboratories.

A portion of the library. The share of hits here may be higher or lower than overall.
